# PAFAH1B2 inh = PAFAH1B2 enzyme inhibitors, primary screen, biochemical, fluorescence polarization, human. inhibition, % at 3.39 µM. Platelet-activating factor acetylhydrolase IB subunit alpha2 (Homo sapiens), P68402. AID 492953, 2010. 340,000 tested, 1.2% active. recombinant PAFAH1B2, FP-rhodamine activity probe;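 active = inhibition above the mean of all tested compounds plus 3 SD, cut at about 24% in these data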;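 note: 0% = enzyme with DMSO and 100% = wells lacking PAFAH1B2; many of its hits are not listed in these tables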
# pPAFAH inh = pPAFAH enzyme inhibitors, primary screen, biochemical, fluorescence polarization, human | 330,000 tested, 1.5% active | inhibition, % at 3.39 µM | Platelet-activating factor acetylhydrolase (Homo sapiens), Q13093 | recombinant pPAFAH, FP-rhodamine probe fluorescence polarization;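 active = inhibition above the mean inhibition across the screen plus 3 SD, cut at about 25% in these data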;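 note: inhibitors block binding of the rhodamine activity-based probe so polarization drops; 0% = enzyme with DMSO and 100% = wells lacking pPAFAH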
# Fam108B counter = mouse Fam108B serine hydrolase inhibitors, primary screen, counter-screen for RBBP9 inhibitor project, biochemical, fluorescence polarization. recombinant Fam108B, FP-Rh probe fluorescence polarization. inhibition, % at 9.51 µM. 300,000 tested, 0.33% active. AID 1947, 2009;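 active = inhibition above the screen mean inhibition plus 3 SD, computed separately per campaign, cut at about 18% in these data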;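 note: inhibitors lower polarization as less probe binds the enzyme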
# PAFAH2 FP inh = PAFAH2 enzyme inhibitors, primary screen, biochemical, fluorescence polarization, human. recombinant PAFAH2, FP-rhodamine activity probe. inhibition, % at 3.39 µM. 340,000 tested, 0.99% active. AID 492956, 2010;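 active = inhibition above the mean over all tested compounds plus 3 SD, cut at about 30% in these data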;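 note: inhibitors block probe labeling of enzyme so polarization drops; 0% = enzyme with DMSO and 100% = wells lacking PAFAH2 protein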
# PAD4 inh = human PAD4 inhibitors, primary screen, biochemical, fluorescence polarization, 1536-well format. Protein-arginine deiminase type-4 (Homo sapiens), Q9UM07. recombinant PAD4, RCA probe fluorescence polarization. inhibition, % at 6.36 µM. 330,000 tested, 0.41% active. AID 485272, 2010;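 active = percent inhibition above a cutoff equal to the mean of all tested compounds plus 3 SD, cut at about 15% in these data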;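 note: 0% = PAD4 with RCA probe and DMSO and 100% = probe without PAD4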
# Target sequence (Q9UM07 whole entry, looked up): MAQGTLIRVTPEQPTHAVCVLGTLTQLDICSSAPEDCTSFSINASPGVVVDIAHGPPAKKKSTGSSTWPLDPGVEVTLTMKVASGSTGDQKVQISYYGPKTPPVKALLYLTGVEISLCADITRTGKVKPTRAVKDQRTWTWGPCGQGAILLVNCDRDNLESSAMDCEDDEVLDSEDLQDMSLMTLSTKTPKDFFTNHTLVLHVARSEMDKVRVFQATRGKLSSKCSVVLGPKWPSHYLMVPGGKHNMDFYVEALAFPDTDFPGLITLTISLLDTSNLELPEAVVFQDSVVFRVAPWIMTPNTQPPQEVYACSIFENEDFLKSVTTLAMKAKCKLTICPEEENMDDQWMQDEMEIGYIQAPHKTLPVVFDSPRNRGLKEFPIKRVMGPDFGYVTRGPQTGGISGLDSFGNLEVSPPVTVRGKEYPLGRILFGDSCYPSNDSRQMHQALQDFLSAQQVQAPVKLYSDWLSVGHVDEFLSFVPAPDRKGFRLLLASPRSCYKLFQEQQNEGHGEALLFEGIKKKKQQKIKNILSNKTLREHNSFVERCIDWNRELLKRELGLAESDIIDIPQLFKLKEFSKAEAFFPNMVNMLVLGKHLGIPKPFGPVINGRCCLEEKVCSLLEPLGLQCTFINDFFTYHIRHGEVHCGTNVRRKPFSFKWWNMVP
# LYPLA1 inh = LYPLA1 inhibitors, primary screen, counter-screen for PME1 inhibitor project, biochemical, fluorescence polarization, FP-Rh probe ABPP; inhibition, % at 5.9 µM; recombinant LYPLA1; AID 2174, 2009; Acyl-protein thioesterase 1 (Homo sapiens), O75608; 320,000 tested, 0.16% active;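 active = inhibition above the mean of all tested compounds plus 3 SD, set per campaign, cut at about 14% in these data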;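 note: inhibitors block serine hydrolase probe labeling of LYPLA1 so polarization falls; 0% = enzyme with DMSO and 100% = wells lacking LYPLA1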
# PME-1 inh = PME-1 inhibitors via competitive probe labeling, primary screen, biochemical, fluorescence polarization, FP-Rh probe, HTS | Protein phosphatase methylesterase 1 (Homo sapiens), Q9Y570 | recombinant PME-1 | inhibition, % at 5.9 µM | 320,000 tested, 0.53% active | AID 2130, 2009;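 active = inhibition above the campaign mean of all compounds plus 3 SD, cut at about 26% in these data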;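 note: competitive labeling of PME-1 active site by serine hydrolase directed probe; 0% = PME-1 with DMSO and 100% = wells lacking PME-1 enzyme; inhibitors block probe labeling so polarization falls and inhibition rises; many of its hits are not listed in these tables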
# Target sequence (Q9Y570 whole entry, looked up): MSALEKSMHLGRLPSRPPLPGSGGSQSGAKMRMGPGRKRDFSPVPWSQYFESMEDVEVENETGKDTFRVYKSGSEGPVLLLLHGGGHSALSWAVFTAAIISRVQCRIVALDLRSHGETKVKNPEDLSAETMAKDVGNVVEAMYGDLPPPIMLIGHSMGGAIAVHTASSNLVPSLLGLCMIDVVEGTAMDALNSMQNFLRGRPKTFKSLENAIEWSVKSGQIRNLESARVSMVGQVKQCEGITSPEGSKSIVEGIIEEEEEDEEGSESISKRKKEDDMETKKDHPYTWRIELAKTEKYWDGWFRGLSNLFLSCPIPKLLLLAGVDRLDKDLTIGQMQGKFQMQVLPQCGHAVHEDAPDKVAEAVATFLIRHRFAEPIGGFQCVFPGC
# GSTO1 counter = inhibitors of recombinant GSTO1, primary screen, counter-screen for RBBP9 inhibitor project, biochemical, fluorescence polarization | Glutathione S-transferase omega-1 (Homo sapiens), P78417 | activity-based probe fluorescence polarization | inhibition, % at 5.96 µM | 300,000 tested, 1.1% active | AID 1974, 2009;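 active = inhibition above the campaign mean inhibition plus 3 SD, cut at about 35% in these data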;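 note: 0% = GSTO1-1 with DMSO and 100% = wells lacking GSTO1-1 enzyme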
# PAFAH1B3 inh = PAFAH1B3 enzyme inhibitors, primary screen, biochemical, fluorescence polarization, human | recombinant PAFAH1B3, FP-rhodamine probe | Platelet-activating factor acetylhydrolase IB subunit alpha1 (Homo sapiens), Q15102 | 340,000 tested, 0.28% active | AID 492972, 2010 | inhibition, % at 3.39 µM;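 active = inhibition above the screen-wide average of all tested compounds plus 3 SD, cut at about 25% in these data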;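 note: 0% = enzyme with DMSO only and 100% = wells lacking PAFAH1B3 protein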
# The depositor's hits bear a star; · = no result given. These rows are one share of the data; the hit share may differ from the screen's.
SMILES,PAFAH1B2 inh,pPAFAH inh,Fam108B counter,PAFAH2 FP inh,PAD4 inh,LYPLA1 inh,PME-1 inh,GSTO1 counter,PAFAH1B3 inh
Clc1ccc(-n2nnnc2-c2cnc3ccc(Cl)cc3c2-c2ccccc2)cc1,-4,-5,-5,8,-3,1,-5,-2,1
O=S(=O)(c1cc(Cl)ccc1Cl)N1CCC2(CC1)OCCO2,6,1,1,7,-8,2,1,-1,9
Cc1ccc(S(=O)(=O)N2C(=O)C(C)SC2=Nc2ccccc2)cc1 (stereo not drawn),6,-3,0,-2,1,1,-6,0,10
CC1=Nc2ccccc2/C1=C/c1sc(=O)n(CC(=O)N2CCCC2)c1O,-6,6,4,-3,-8,-1,5,-4,-7
Cc1ccccc1CNS(=O)(=O)c1ccc2c(c1)OCCO2,6,6,-1,-3,3,2,7,-1,3
Cc1cc(NC(=O)C2C3C(=O)N(CC4CCCO4)C(C(=O)NC(C)(C)C)C34C=CC2(C)O4)no1 (stereo not drawn),0,3,-3,2,-2,2,-3,6,2
CC(OC(=O)CCCc1nc2ccccc2s1)C(N)=O (stereo not drawn),1,4,-1,-4,3,0,-1,5,11
O=C(O)C1C2CCC(O2)C1C(=O)NCCC1=CCCCC1 (stereo not drawn),4,2,0,5,4,2,2,-3,-4
Cc1cc(C)n2nnnc2c1C#N,2,8,-4,-5,-1,2,-6,-5,9
Cc1ccc(CNC(=O)C(=O)NCC2CCCN2S(=O)(=O)c2cccs2)cc1 (stereo not drawn),12,4,1,3,-1,-2,0,9,9
CCOC(=O)Cn1c(=O)oc2cc(S(=O)(=O)N(CCN(C)C)Cc3ccccc3)ccc21,-5,2,-1,-7,1,-3,-3,5,7
Cc1nc2c(C(=O)NCCC3=CCCCC3)c[nH]n2c(=O)c1Cl,12,28*,7,9,-3,9,4,-3,15
CCOC(=O)c1ccc(NC(=O)C2CCC(CNc3c(N4CCOCC4)c(=O)c3=O)CC2)cc1 (stereo not drawn),3,10,3,8,2,1,3,-5,8
CCn1c(SCC(=O)Nc2ccc(F)cc2F)nc2c(c1=O)SCC2,1,2,3,0,0,1,9,3,3
N#Cc1c(-c2ccc(Cl)cc2)cc(-c2ccccc2)nc1SCC(=O)O,4,6,-12,-2,4,-2,3,-16,11
CCOc1ccccc1NC(=O)Cc1ccccc1OC,9,-5,-6,1,-1,4,1,-4,10
CC(=O)Nc1cccc(C(=O)/C=C/c2cccs2)c1,0,-8,-9,-4,0,-10,-10,-8,4
Cc1ccc2c(C)nc(Nc3ncc4c(n3)CCCC4=O)nc2c1,·,2,0,·,-1,-1,-1,-1,·
O=C(CNC(=O)c1cccs1)OCc1ccc(Cl)cc1,3,2,0,3,0,-1,-1,1,4
O=C1N(c2ccccc2)C(c2ccc(Cl)cc2)N2CCCN12 (stereo not drawn),5,0,1,6,5,1,5,2,14
O=C(N/C=C/c1ccccc1)c1ccccc1,3,6,0,-5,-1,-3,-4,0,-1
C=C(C(=O)Oc1ccccc1C(C)(C)C)c1ccccc1,·,-3,·,·,1,-9,-13,·,·
[N-]=C=C1C(=O)NC(=O)C([n+]2ccc(-c3ccncc3)cc2)C1c1ccccc1C(F)(F)F (stereo not drawn),-4,1,1,4,3,-1,2,11,-2
COc1ccc(-c2nc(C#N)c(N3CCN(c4cccc(Cl)c4)CC3)o2)cc1OC,2,-2,3,1,1,-1,-2,5,6
O=C(Nc1ccc(-n2cnnn2)cc1)C1CCCCC1,5,4,-1,-5,-2,3,0,-7,2
Cn1nc(-c2ccccc2)c(CN2CCN(c3ncccn3)CC2)c1Cl,-3,-2,-5,-3,-7,4,-1,1,10
CCN(CC)S(=O)(=O)c1ccc(N2CCN(CCOc3ccc(OC)cc3)CC2)nc1,5,5,1,-6,-1,-2,-4,1,0
Cc1ccc(S(=O)(=O)N(C)c2ccc(OC(=O)CN3C(=O)NC4(CCCC4)C3=O)cc2)cc1,3,1,-2,2,2,4,7,8,2
Cc1cc(C)c2sc(N(CCCN(C)C)C(=O)c3ccc(Br)s3)nc2c1,-5,0,1,-6,1,0,3,12,1
CCOC(=O)C(NCc1ccc2c(c1)OCO2)(NC(=O)c1ccccc1)C(F)(F)F (stereo not drawn),-1,4,1,-6,-3,3,-5,7,1
CC1CCCN(S(=O)(=O)c2cccc(C(=O)NCC3CCCO3)c2)C1 (stereo not drawn),1,1,·,-3,1,·,·,·,5
Clc1ccc(-c2nc(NCCCN3CCOCC3)c3ccccc3n2)cc1,·,9,-11,·,-3,-6,-4,-16,·
COc1ccccc1NC(=O)NC1CCS(=O)(=O)C1 (stereo not drawn),2,2,1,-10,3,4,-1,0,15
COc1ccccc1C(=O)NCC(=O)NC1CCCc2ccccc21 (stereo not drawn),-2,1,4,-2,3,0,2,6,8
CCCCN(C)CCCNC(=O)CN1C(=O)CSc2ccc(S(=O)(=O)N3CCOCC3)cc21,1,2,3,-5,-3,5,7,0,-2
c1cc2c(cc1C1CCCN1)OCCCO2 (stereo not drawn),-3,2,-2,-4,0,-2,-2,0,0
Cn1cc(Cl)c(C(=O)OCC(=O)Nc2nc(-c3ccc(Br)cc3)cs2)n1,1,6,0,-11,-3,-4,4,7,-2
CCC(C)(C(=O)NC1CCCCC1)N(C(=O)CNC(=O)c1ccccc1)c1c(C)n(C)n(-c2ccccc2)c1=O (stereo not drawn),1,4,3,-5,1,7,-7,7,3
CCOC(=O)c1sc(NC(=O)C(C)Sc2nc(N)cc(=O)[nH]2)nc1C (stereo not drawn),-5,-2,4,-1,-5,1,3,9,3
CCc1ccc(/C=N/Nc2ncnc3nc[nH]c23)cc1,7,3,0,5,0,2,12,2,9
Cc1ccc(CNCc2ccc3c(c2)OCO3)c(C)c1,-2,3,1,-1,1,2,-2,-4,2
COc1cc(CCCN2CCNC[C@@H]2c2ccccc2)cc(OC)c1OC,-4,-1,·,6,7,·,·,·,-4
CCC(CC)NC(=O)CO/N=C/c1ccccc1OC(F)F,-2,6,3,5,-2,5,-2,2,-13
CCOc1ccc(N(CC(=O)OC)S(=O)(=O)c2c(C)noc2C)cc1,5,1,2,-3,-6,-1,-1,1,12
C#CCOCCOCCOCCNc1nc(N2CCN(C(=O)C([C@@H](C)O)n3cc([C@@H](N)CCCCN)nn3)CC2)nc(N2CCN(C(=O)C([C@@H](C)O)n3cc([C@@H](N)CCCCN)nn3)CC2)n1 (stereo partly drawn),2,1,·,-6,3,·,·,·,3
S=C(NCCc1ccc(Cl)cc1)NC1CCCCC1,34*,-9,-3,2,-2,0,2,-4,4
COC(=O)c1c(NC(=S)Nc2ccc(CC(=O)O)cc2)sc(C)c1C,-5,3,-3,4,0,-2,1,2,13
CCOCCCNC(=O)CCNC(=O)c1cc(OC)c(OC)c(OC)c1,1,4,-1,9,2,1,7,-6,12
Cc1ccc(C(=O)NCc2ccccn2)cc1Cl,-4,4,0,-2,-1,-6,1,-3,1
CCc1ccc(NC(=O)[C@H](C)NC(=O)C2CCN(C(=O)[C@@H](N)Cc3ccccc3)CC2)cc1,2,0,-3,3,4,2,-2,-6,3

# Continued:
SMILES,PAFAH1B2 inh,pPAFAH inh,Fam108B counter,PAFAH2 FP inh,PAD4 inh,LYPLA1 inh,PME-1 inh,GSTO1 counter,PAFAH1B3 inh
COc1ccccc1C(=O)Nc1ccc(S(=O)(=O)N2CCCCC2)cc1,0,4,-3,-5,-6,-2,4,-2,2
Cc1ccc2oc(=O)c3cnn(CC(=O)N4CCN(c5ccccc5)CC4)c3c2c1,-2,-1,1,-1,-1,-2,3,-1,-2
O=C(NCCc1nc2ccccc2[nH]1)c1ccc(Br)o1,11,-2,0,1,3,-2,4,5,8
COC(=O)[C@H](C)NC(=O)NCCC1=CCCCC1,0,2,-1,-6,-3,-2,1,7,6
Cc1ccc(OCCC(=O)OCC(=O)NC(=O)c2ccccc2)cc1,-2,11,2,1,-3,3,-7,-3,11
O=C(O)/C(=C\c1ccc(Br)cc1)NC(=O)c1cccs1,3,2,5,0,-2,-2,2,8,3
COc1cccc(/C=N/NC(=O)CCn2nnc3ccccc32)c1,4,9,0,-8,4,1,3,-1,5
NC(=O)CC(NC(=O)c1ccc(Br)cc1)c1ccc(NC2CCCCCC2)c([N+](=O)[O-])c1 (stereo not drawn),2,-1,0,2,4,4,5,5,3
CN(Cc1cccs1)C(=O)c1ccc(Cl)c(S(=O)(=O)N2CCCCCC2)c1,10,-1,·,-2,4,·,·,·,10
CCC(=O)Nc1ccc(-c2cc3ccccc3oc2=O)cc1,-3,-3,-4,12,-1,-7,5,-3,1
O=C(Nc1sc2c(c1C(=O)O)CCCCC2)c1cccs1,8,4,4,22,0,2,-1,-31,13
COc1ccc(CN(C(=O)CSc2nnc(-c3ccc(OC)c(OC)c3)o2)c2ccc(F)cc2)cc1,-4,3,-3,-3,1,-2,0,-2,2
CC1CC(C)CN(C(=O)C(C)N(C)CC(=O)Nc2ccccc2Cl)C1 (stereo not drawn),3,-1,0,-3,-4,-2,-1,-9,-3
O=C(OCc1cc(=O)n2ccsc2n1)c1ccc(O)cc1O,1,0,·,-4,1,3,0,·,10
COc1cccc(C(O)c2cnc(C(C)C)n2C)c1 (stereo not drawn),1,2,-1,1,-4,-2,3,-3,5
NC(=O)COC(=O)c1cccc(S(=O)(=O)N2CCCCC2)c1,4,0,-1,2,-6,-1,3,8,1
Cc1ccc(OCC(=O)N2CCCCCCC2)cc1,4,-4,0,8,5,-3,-2,10,5
CC(=O)N1CCN(Cc2cc(=O)n3cc(Cl)c(C)c(Cl)c3n2)CC1,2,0,-1,1,-6,-1,4,4,5
CCOC(=O)C1CCCN(CC(O)COc2ccccc2C(C)=O)C1 (stereo not drawn),-3,2,1,-10,-2,-2,5,6,-5
C=CCNC(=O)/C(=C\c1ccc([N+](=O)[O-])cc1)NC(C)=O,1,-1,1,-3,-1,-4,3,2,-2
Cc1cccc(N=Cc2cc3c(cc2[N+](=O)[O-])OCO3)c1,4,28*,3,5,3,-2,6,25,14
Cc1ccc(NC(=O)COC(=O)c2ccc(=O)n(Cc3ccccc3)n2)cc1F,1,7,-3,3,2,2,0,5,4
CC(=O)Nc1ccc(S(=O)(=O)NCCc2cn3nc(C)c(C)nc3n2)cc1,1,2,-3,-2,-2,-3,2,-3,2
CCOCCn1c(=O)c2c(nc3n2CCN3c2ccc(CC)cc2)n(C)c1=O,1,-1,4,-1,-7,2,11,-3,5
CN(Cc1ccccc1)C(=O)c1ccc(NC2=NC3CS(=O)(=O)CC3S2)cc1 (stereo not drawn),5,1,-2,1,0,0,0,0,-2
